Source: PubChem
LEDGF integ inh: blocks HIV-1 LEDGF/p75-dependent DNA integration. inhibition, % at 3.7 µM. TR-FRET IN-LEDGF/p75 DNA integration, Eu/Cy5. 0.64% of 370,000 active;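 active means inhibition above the screen-wide mean plus 3 SD, cut at about 13% in these data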;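 further: signal is the Cy5 over europium emission ratio at 671 and 618 nm; 0% = plate median of compound wells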
Rev-erbA mod: Rev-erb alpha (human) modulation; Rev-erbα–FITC-DNA binding, fluorescence polarization, 90 min; P20393; 0.79% of 370,000 active; activity, % at 10 µM;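 active means activity above about 14%, limit read from the data; passing the limit was not always enough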;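 further: 0% = DMSO wells with 35 nM protein and 100% = DMSO wells with 750 nM protein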
Target sequence (P20393 whole entry, looked up): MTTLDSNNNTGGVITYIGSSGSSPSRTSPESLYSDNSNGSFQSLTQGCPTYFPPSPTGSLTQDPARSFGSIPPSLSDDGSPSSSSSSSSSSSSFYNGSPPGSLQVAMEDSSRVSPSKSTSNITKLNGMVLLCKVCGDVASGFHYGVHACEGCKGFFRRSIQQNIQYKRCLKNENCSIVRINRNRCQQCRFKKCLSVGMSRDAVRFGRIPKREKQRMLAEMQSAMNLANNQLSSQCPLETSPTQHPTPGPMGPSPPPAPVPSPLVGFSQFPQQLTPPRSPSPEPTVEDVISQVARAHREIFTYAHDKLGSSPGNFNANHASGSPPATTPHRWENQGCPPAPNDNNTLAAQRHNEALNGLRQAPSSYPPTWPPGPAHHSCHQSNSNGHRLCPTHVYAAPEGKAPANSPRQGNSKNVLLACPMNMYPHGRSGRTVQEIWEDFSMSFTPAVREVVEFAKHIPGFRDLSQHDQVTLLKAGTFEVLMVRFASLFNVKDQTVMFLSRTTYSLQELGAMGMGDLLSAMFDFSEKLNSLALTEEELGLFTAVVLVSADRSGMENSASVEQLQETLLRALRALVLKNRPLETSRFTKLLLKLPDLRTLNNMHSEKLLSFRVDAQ
SIAE inh: blocks human sialic acid acetylesterase | SIAE FP-Rh probe binding, fluorescence polarization | inhibition, % at 9.66 µM | 0.69% of 370,000 active;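 active means inhibition above a cutoff: mean of compounds within the control limits plus 3 SD of those, cut at about 17% in these data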;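 further: 0% = plate median of compound wells and 100% = probe without SIAE protein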
PRMT1 inh: blocks human protein arginine methyltransferase 1. AID 652257. inhibition, % at 2.79 µM. recombinant PRMT1, activity-based probe fluorescence polarization. 1.3% of 370,000 active;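 active means inhibition above about 21% made by adding two undisclosed values, limit read from the data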
TCR-CD3 inh: human TCR-CD3 binding inhibition; TAMRA-labeled TCR probe fluorescence, biochemical; inhibition, % at 9.4 µM; 0.37% of 360,000 active; AID 651800; in the data active means inhibition above about 19%;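 further: recombinant mutant TCR 2C K166C tagged with TAMRA read by polarization; 0% = receptor in buffer alone and 100% = receptor with positive control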
rCAG RNA binder: binds r(CAG) RNA repeats | inhibition, % at 3 µM | r(CAG) RNA repeat, TO-PRO-1 dye displacement fluorescence | 1.3% of 370,000 active;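 active means inhibition above the plate cutoff, the mean of all test compounds on that plate plus 3 SD, cut at about 35% in these data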;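 further: 0% = DMSO alone and 100% = 100 µM mitoxantrone as full dye displacement; higher means more dye released from RNA so lower well fluorescence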
HTRA1 inhibitor: HTRA1 (human) protease inhibition; Q92743; 0.5% of 340,000 active; recombinant HTRA1, FP-rhodamine activity-based probe, fluorescence polarization; inhibition, % at 5.96 µM; in the data active means inhibition above about 36%;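 further: 0% = enzyme with DMSO and 100% = wells lacking enzyme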
ABHD4 inh: ABHD4 (mouse) inhibition, primary FP screen. purified mABHD4, FP-Rh probe fluorescence polarization. inhibition, % at 8.92 µM. 0.54% of 370,000 active. AID 720543;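 active means inhibition exceeding the mean over every tested compound plus 3 SD, cut at about 30% in these data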;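 further: 0% = plate median of compound wells and 100% = S159A mutant with DMSO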
Target sequence (Q8VD66 whole entry, looked up): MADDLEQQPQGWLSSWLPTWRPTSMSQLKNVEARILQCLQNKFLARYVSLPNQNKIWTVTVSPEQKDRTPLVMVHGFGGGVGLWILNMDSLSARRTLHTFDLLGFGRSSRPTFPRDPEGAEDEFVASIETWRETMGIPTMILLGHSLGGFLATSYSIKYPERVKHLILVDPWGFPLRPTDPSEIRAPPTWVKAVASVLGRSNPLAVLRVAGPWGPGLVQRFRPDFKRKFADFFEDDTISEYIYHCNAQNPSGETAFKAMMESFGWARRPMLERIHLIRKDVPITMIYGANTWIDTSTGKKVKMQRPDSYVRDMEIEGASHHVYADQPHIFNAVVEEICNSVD
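Assay system: wild-type mouse ABHD4 protein; compound: single nominal dose of 8.92 µM, 0.89% DMSO final; schedule: 45 min + 60 min at 25 °C; measured by: FP readout, ex 525 nm / em 598 nm; evaluation: % inhibition of FP-Rh probe binding versus controls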
TDP2 absorb: blocks human TDP2 phosphodiesterase activity. O95551. recombinant TDP2, T5PNP hydrolysis, p-nitrophenol absorbance 415 nm. inhibition, % at 12.8 µM. 0.34% of 370,000 active. AID 720702;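 active means inhibition above the mean of all tested compounds plus 3 SD, set per campaign, cut at about 25% in these data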;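 further: 0% = DMSO with enzyme and 100% = buffer with substrate but no TDP2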
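test system = human TDP2 enzyme | input = TDP2 enzyme at 120 nM final | medium = 50 mM Tris-HCl pH 7.5 with Mg2+, KCl, DTT, BSA | also added = T5PNP substrate, 5 mM | times = 2 h at 37 °C | technique = epi absorbance | benchmarks = high control without enzyme, low control DMSO plus TDP2 | replication = each compound tested once, singlicate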
PG9 binder: PG9 antibody binding by small molecule; AID 624416; inhibition, % at 6.7 µM; TR-FRET gp120-PG9 antibody binding; 0.43% of 360,000 active; in the data active means inhibition above about 8.5%
An asterisk follows results filed as active; nt = no result given.

SMILES	LEDGF integ inh	Rev-erbA mod	SIAE inh	PRMT1 inh	TCR-CD3 inh	rCAG RNA binder	HTRA1 inhibitor	ABHD4 inh	TDP2 absorb	PG9 binder
CCCCN1C(=O)c2ccc(C(=O)Nc3ccccc3N3CCOCC3)cc2C1=O	1.4	-1.7	6.5	4.5	-13.4	-2.5	8.4	1.8	3.5	1.3
CCCSc1nnc(CSc2nc3nc(C)cc(C)n3n2)o1	2.6	-3.9	-11.4	-0.6	1.8	-2.9	-2.4	-3.1	1.7	0.3
CCOc1ccc(C(=O)COC(=O)CNC(=O)C2CCCCC2)cc1	-2.7	8.3	-3.9	1.9	-4.8	2.7	-5.0	6.1	3.9	0.7
COc1ccc(NC(C)=O)c([N+](=O)[O-])c1[N+](=O)[O-]	3.4	-0.9	3.2	-5.0	-1.7	-0.6	1.8	-0.6	-10.4	-0.3
C=CCOC(=O)C1=C[C@@H](c2ccc3c(c2)OCO3)C[C@@H](OCCCCO)O1	4.2	-1.7	1.9	0.7	1.0	3.0	-15.4	-1.3	1.8	-0.7
CCOC(=O)C1CCN(c2c(Nc3ccc4c(c3)OCCO4)c(=O)c2=O)CC1	-0.2	1.4	10.4	-1.3	-0.2	-0.1	6.6	5.0	-5.2	2.6
CN1CCN(C(=O)C2=C[C@H](C3CCCCC3)C[C@H](OCc3ccc(CO)cc3)O2)CC1	-3.9	0.3	1.7	-0.8	5.1	-10.4	-4.0	3.2	0.9	-1.1
O=c1cc(CN2CCOCC2)c2ccc(O)c(O)c2o1	6.3	5.0	7.6	6.7	-0.7	1.8	-0.6	17.0	-1.2	-2.8
CCOc1ccc(S(=O)(=O)NCCC(=O)NCCOc2ccccc2OC)cc1	-1.0	11.6	4.0	0.5	-5.5	-4.7	1.4	1.1	9.4	-0.7
O=C(O)c1ccccc1-c1ccccc1C(=O)Nc1cccc(Br)c1	-0.3	-4.9	1.9	8.8	4.9	14.3	4.7	-2.7	-24.2	0.8
O=S(=O)(c1ccc(Cl)nc1)N1CCOCC1	-4.2	-1.4	5.3	3.3	2.1	1.3	9.2	-2.8	2.2	1.5
CCOc1ccccc1N1CCN(C(=O)c2c(Cl)cnn2C)CC1	-6.4	2.7	-2.8	2.1	-6.0	-11.3	-3.3	4.1	-1.4	0.6
Cc1ccc([C@@H]2C3COCC=C3C(C#N)=C(N)C2(C#N)C#N)o1 (stereo not given in full)	2.4	5.5	18.1*	28.3*	16.7	-33.0	24.8	26.5	12.9	-0.7
S=c1[nH]ccn1-c1cccc(Cl)c1Cl	-4.0	6.9	2.0	2.2	1.1	-0.3	8.3	3.4	-4.4	0.2
NC(=O)c1ccccc1OCc1cccc2ccccc12	4.6	5.7	-0.5	-0.4	9.0	6.0	-7.9	-6.8	-0.7	-0.6
COc1c(C)cc(C(O)c2ncc(-c3ccccc3)[nH]2)cc1C (stereo not given)	-0.4	-2.0	5.2	-0.7	-4.5	2.6	nt	0.0	2.8	-2.1
Cc1cc(C(=O)Nn2c(C)nc3ccccc3c2=O)ccc1[N+](=O)[O-]	1.8	2.0	-0.5	3.1	0.7	0.3	-4.0	-4.2	-0.6	-1.8
CCCOc1cccc(NC(=O)OC2CCN(C)CC2)c1	-1.5	9.1	7.9	-0.3	3.9	0.0	-0.8	1.7	4.0	-0.4
CN(C)Cc1ccc(CNC(=O)c2ccc(Cl)c(S(=O)(=O)NC3CC3)c2)cc1	3.9	-5.2	-0.2	-2.4	-9.3	-2.1	-0.9	-2.7	-6.5	-2.4
O=c1cc(CSCc2ccc(Cl)cc2)[nH]c(=O)[nH]1	-0.5	4.9	-8.2	0.3	-3.5	0.8	-5.0	-0.2	-7.0	0.5
COCc1cc(N2CCNC[C@H]2C)ccc1N1CCN(Cc2ccccc2)[C@H](C)C1	-4.4	-0.5	3.7	-0.6	6.6	5.9	nt	8.0	-4.2	-2.1
CCCn1c(N)c(C(=O)CSc2nc3ccccc3n2CCC#N)c(=O)n(C)c1=O	0.9	0.3	1.9	1.3	8.3	-0.8	-2.3	-5.5	-5.2	1.0
Cc1ccc(C(=O)c2cc3c(cc2N)OCCO3)cc1	-1.3	1.7	4.4	0.9	2.1	0.6	6.2	-2.8	-4.6	-0.3
COC(CNC(=O)C1CC(=O)N(CCc2ccc(C)cc2)C1)OC (stereo not given)	1.7	3.1	-2.1	0.1	-1.5	1.2	-1.6	-1.8	-3.2	-2.5
Cc1cccc(N2CC(C(=O)OCC(=O)Nc3sccc3C(N)=O)CC2=O)c1C (stereo not given)	2.6	-3.6	3.9	0.4	-1.3	5.3	4.3	0.9	1.3	-1.5
Cc1cccnc1NC(=O)c1ccc(COc2ccccc2)o1	4.7	-2.6	-3.0	1.2	6.7	-0.4	-3.2	-0.7	-2.9	-3.1
O=C(N/N=C/c1cnc2ccccc2n1)c1cccc(F)c1	0.6	4.4	-11.8	1.1	-6.2	-2.6	-5.4	2.4	2.5	-0.4
COc1ccc(NS(=O)(=O)c2ccc(C(=O)Nc3c(C)n(C)n(-c4ccccc4)c3=O)cc2)cc1	-8.2	1.4	0.4	2.5	-5.3	10.7	4.4	7.5	-1.9	-0.6
CC(=O)Nc1cccc(C(=O)/C=C/c2ccc(/C=C/C(=O)c3cccc(NC(C)=O)c3)cc2)c1	2.2	3.0	-11.7	0.8	-0.3	6.4	nt	-3.1	-2.5	0.9
O=C(C(=O)N1CCN(S(=O)(=O)c2ccccc2)CC1)c1cccc(C(F)(F)F)c1	0.1	-4.6	3.4	-2.3	2.9	2.5	nt	-1.3	-4.3	1.4
CCNC(=S)N1CCC(C(=O)c2ccc3c(c2)OCCO3)CC1	0.5	3.2	2.0	10.7	0.6	-0.6	5.1	-9.8	-7.8	0.1
O=S(=O)(Nc1cccc(-c2nnco2)c1)c1ccc(Cl)cc1	-6.8	0.5	-2.3	0.0	5.2	1.7	8.5	3.9	-14.9	-1.4
Cc1ccc(NS(=O)(=O)c2ccc(C(=O)NCC(c3ccco3)N(C)C)cc2)cc1 (stereo not given)	1.8	-1.2	-2.7	-2.7	3.5	1.2	5.9	-4.0	-3.9	-0.9
CC(C)(C)[C@H]1C=C(C(=O)NC2CC2)O[C@@H](OCCCCO)C1	1.2	0.5	-0.4	-0.8	8.7	-4.8	7.1	0.9	1.5	-1.4
CCOC(=O)C1CCN(C(=O)COc2ccc(N(C)S(=O)(=O)c3cccs3)cc2)CC1	1.0	-1.2	3.8	-1.2	-1.7	-2.5	-1.8	2.8	1.9	0.1
Cc1ccc(C)c(OCCCC(=O)Nc2nccs2)c1	0.4	6.7	5.3	-1.3	7.4	-1.1	-10.3	-6.7	0.2	-0.6
CCC(=O)Nc1ccc(C(=O)CSc2nnc(-c3ccc(O)cc3)n2CC2CCCO2)cc1OC (stereo not given)	0.0	2.0	0.3	0.0	1.0	-2.3	4.5	5.3	0.0	-2.4
O=C(COc1ccc(CNC[C@H]2O[C@@H](n3ccc(=O)[nH]c3=O)[C@H](O)[C@@H]2O)cc1)Nc1ccccn1	-1.5	4.5	-7.2	0.4	3.4	5.9	nt	1.6	-10.1	0.7
C#CC1(NC(=O)NC(C)C)CCCCC1	0.7	3.4	-1.0	-0.9	2.5	0.5	7.0	2.6	4.3	0.0
CCOC(CCn1ccc(O)c(Cc2ccc(Cl)cc2)c1=O)OCC	-5.5	-1.4	-6.6	3.7	-7.1	-0.1	6.3	3.4	3.8	-0.2

Complete entries as entered above. Order of screens: LEDGF integ inh, Rev-erbA mod, SIAE inh, PRMT1 inh, TCR-CD3 inh, rCAG RNA binder, HTRA1 inhibitor, ABHD4 inh, TDP2 absorb, PG9 binder
Shown for `CN(C)Cc1ccc(CNC(=O)c2ccc(Cl)c(S(=O)(=O)NC3CC3)c2)cc1` : 3.9, -5.2, -0.2, -2.4, -9.3, -2.1, -0.9, -2.7, -6.5, -2.4
Shown for `C=CCOC(=O)C1=C[C@@H](c2ccc3c(c2)OCO3)C[C@@H](OCCCCO)O1` : 4.2, -1.7, 1.9, 0.7, 1.0, 3.0, -15.4, -1.3, 1.8, -0.7
Shown for `COc1ccc(NS(=O)(=O)c2ccc(C(=O)Nc3c(C)n(C)n(-c4ccccc4)c3=O)cc2)cc1` : -8.2, 1.4, 0.4, 2.5, -5.3, 10.7, 4.4, 7.5, -1.9, -0.6
Shown for `Cc1ccc([C@@H]2C3COCC=C3C(C#N)=C(N)C2(C#N)C#N)o1` (stereo not given in full) : 2.4, 5.5, 18.1*, 28.3*, 16.7, -33.0, 24.8, 26.5, 12.9, -0.7

Next part
SMILES	LEDGF integ inh	Rev-erbA mod	SIAE inh	PRMT1 inh	TCR-CD3 inh	rCAG RNA binder	HTRA1 inhibitor	ABHD4 inh	TDP2 absorb	PG9 binder
CCOC(=O)NC(=O)/C(C=Nc1ccc(Cl)cc1)=C(\C)O	-2.6	3.2	1.8	2.5	10.6	-1.3	2.8	-3.8	-9.8	-1.4
COc1ccc(-c2noc(CN(C)C3CCOCC3)n2)cc1	0.0	2.2	-0.8	-6.4	4.2	-4.0	-1.1	-6.3	-17.8	-1.0
Cc1cc(C(=O)COC(=O)C2=NNC(=O)CC2)c(C)n1-c1ccccc1	-3.0	-1.3	-2.2	-0.2	-1.1	-5.0	-3.9	-6.6	-3.7	-0.1
Cc1cccc(NC(=O)COC(=O)CN2C(=O)c3ccccc3C2=O)c1	3.5	2.0	-1.7	0.5	4.7	-1.0	7.1	-9.8	0.5	-0.6
CCOC(=O)/C(C#N)=C/c1c(N2CCN(c3ccccc3)CC2)nc2ccccn2c1=O	-6.3	1.1	-5.3	7.2	6.4	-23.4	-0.1	9.5	0.3	-2.1
COc1ccc(NC(=O)c2cc(C)no2)cc1Cl	-1.4	-0.4	1.9	-3.2	2.0	-1.8	4.0	2.8	7.4	-2.5
Cc1cc(C(=O)Nc2ccon2)ccc1[N+](=O)[O-]	0.9	4.0	1.9	-1.8	2.1	-2.9	nt	-2.4	3.4	-0.5
O=C(CSCc1nc2ccccc2[nH]1)N1CCN(c2ccc(F)cc2)CC1	-3.3	-0.8	6.4	3.7	8.5	-0.3	3.6	8.7	-10.8	-4.2
Cc1ccc(NC(=O)c2cc3ccccc3cc2O)cc1	2.8	2.2	-5.7	-2.0	7.8	27.6	-2.1	18.9	-9.7	-2.4
CC(C)COCC1CC2(CC(C)C(=O)CC2=O)C(=O)O1 (stereo not given)	-0.3	-5.8	2.3	-4.4	-1.7	29.4	-3.3	1.4	12.1	0.2
C=C(C)C1CC=C(CN2CCN(Cc3ccccc3)CC2)CC1 (stereo not given)	-4.9	-6.0	2.5	-1.8	-3.3	-10.1	5.1	8.0	2.5	1.1
Cc1ccc(C(=O)Nc2cccnc2Oc2ccc(Cl)cc2)cc1	0.2	-3.5	-9.9	7.4	-1.8	-1.3	-3.1	-10.6	0.3	0.4
CCOC(=O)/C=C/C(=O)Nc1ccccc1-c1ccccc1NC(=O)/C=C/C(=O)OCC	55.8*	0.8	-3.0	0.2	4.1	0.8	-0.5	-2.7	12.2	-1.9
CC(Oc1ccc(-n2cnnn2)cc1)C(=O)O (stereo not given)	-4.5	0.3	-1.8	1.9	-1.2	2.0	8.2	2.8	7.4	-1.3
Cn1c(SCC(=O)Nc2cccc(O)c2)nnc1-c1ccc(S(=O)(=O)N2CCOCC2)cc1	0.4	-1.6	-2.6	-3.2	-0.9	0.4	-5.3	2.3	11.6	-1.5
COc1ccc(CCNC(=O)Cn2ncc3c2-c2cc(C)ccc2OC3)cc1	-1.3	-5.9	1.9	1.9	nt	-0.6	nt	-0.1	2.4	nt

These rows are one share of the data. The share of hits here may be higher or lower than overall.
